QS inhibitor: inhibitors of bacterial quorum sensing in S. aureus | S. aureus RN6390 RNAIII-GFP reporter, AIP-induced, flow cytometry 3 h | inhibition, % at 2 µM | 0.3% of 24,000 active;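 active means share of bacteria positive for the green fluorescent reporter and its mean brightness both inhibited by 50% or more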;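 further: 0% = AIP-stimulated control and 100% = unstimulated bacteria without AIP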
QS inhibitor GFP MFI %: further read-out of QS inhibitor, marked with its call; inhibition, %; measured here: inhibition of GFP MFI
Active calls of the source: *. These rows are one share of the data; count on the stated rates, not on these rows.

QS inhibitor,QS inhibitor GFP MFI %,molecule
20,27,O=C(NCC(c1cccnc1)N1CCN(c2ccc(F)cc2)CC1)C1CCCCC1 (stereo not drawn)
-4,-4,CCCN1CCN(C(=O)CCCn2c(C)c3cnn(-c4ccccc4)c(=O)c3c2C)CC1
-1,-58,CC(=O)NCCc1cc2ccc(C)cc2[nH]c1=O
0,13,Cc1cc(=O)n2nc(N3CCCC(C(=O)NCc4ccc5c(c4)OCO5)C3)sc2n1 (stereo not drawn)
1,8,CCOC(=O)N1CCN(c2c(N3CCN(c4ccccn4)CC3)c(=O)c2=O)CC1
-3,-32,COc1ccc(F)cc1S(=O)(=O)Nc1ccc2c(c1)OCCO2
-1,-2,O=C(O)CSc1ccc2ccccc2n1
-8,-14,O=C(CCCNS(=O)(=O)c1cccc2nsnc12)NCc1ccc(F)cc1
0,7,CCCCn1c(CN2CCN(CCO)CC2)nc2ccccc21
-4,-23,CCCSc1nc2c(c(=O)n1-c1ccc(OCC)cc1)SCC2
2,0,Cc1ccc(CNC(=O)C2CCCN(S(=O)(=O)c3cnc[nH]3)C2)cc1 (stereo not drawn)
0,5,O=c1oc2ccccc2cc1NCc1ccccc1O
6,22,Cc1cccc(-c2nc(CN3CCCC(C(=O)NC4CCCCC4)C3)c(C)o2)c1 (stereo not drawn)
-1,2,c1ccc(-c2nnc(CN3CCC4(CC3)OCCO4)o2)cc1
-3,-14,Cc1cc(C)nc(N2CCC(C(=O)Nc3ccc4c(c3)OCO4)CC2)n1
3,10,COc1ccc(C(=O)Nc2nnc(Cc3cccs3)s2)cc1OC
-2,-5,CCCC(=O)NC(Nc1ccc(S(=O)(=O)Nc2cc(C)on2)cc1)(C(=O)OCC)C(F)(F)F (stereo not drawn)
0,20,Cc1cc(C(=O)NCC2CCCO2)n(-c2ccccc2)n1 (stereo not drawn)
0,-2,Cn1c(=N)c(S(=O)(=O)c2ccc(Cl)cc2)cc2c(=O)n3ccccc3nc21
-1,2,Cc1onc(-c2ccccc2)c1C(=O)Nc1ccc(S(=O)(=O)N2CCCCC2)cc1
0,-21,CCC(=O)N[C@@H]1CC(C(C)(C)NC(=O)CC)CC=C1C (stereo partly drawn)
-5,-15,Cc1[nH]c2ccc(F)cc2c(=O)c1SC(F)(F)C(F)C(F)(F)F (stereo not drawn)
0,12,COc1ccc(OC)c(Nc2ncnc3c2cnn3-c2cccc(C)c2)c1
1,35,COc1ccc(CCNC(=O)CCn2cccc2)cc1OC
-6,-11,CCN(C(=O)c1c(OC)cccc1OC)c1nnc(-c2cccnc2)s1
-1,2,O=C(Nn1cnnc1)C1Cc2ccccc2CN1S(=O)(=O)c1ccc(F)cc1 (stereo not drawn)
0,11,CCOC(=O)N1CCC(N(CCCOC)C(=O)Nc2cccc(OC)c2)CC1
1,0,CC(=O)ON1C(C)(C)CC(OC(=O)c2ccccc2)CC1(C)C
1,11,COC(=O)CSC1=C(C#N)C(c2ccc(F)cc2)CC(=O)N1 (stereo not drawn)
1,27,CN(CC(=O)NCc1ccc(Cl)cc1)S(=O)(=O)c1cccc2nsnc12

QS inhibitor,QS inhibitor GFP MFI %,molecule
-4,-12,CCOC(=O)c1ccc(NCc2ccc3c(c2)OCO3)cc1
4,52,COc1ccc(S(=O)(=O)Nc2cccc(Cl)c2)cc1OC
-3,-11,CCOC(=O)Cn1c(=O)oc2cc(S(=O)(=O)N3CCc4ccccc43)ccc21
-1,15,Cc1nc(CCNC(=O)c2ccccc2)cs1
-6,-6,O=C(Nc1ccccc1C(=O)N1CCOCC1)c1cccc(S(=O)(=O)N2CCCC2)c1
0,4,Nc1nnnn1/N=C/c1ccccn1
-4,1,O=C(NCC1CCCO1)c1ccc2c(c1)N(Cc1ccccc1)C(=O)CS2=O (stereo not drawn)
-6,-10,Cn1cc(C(=O)N2CCN(c3ccccn3)CC2)c(=O)c2cc(S(=O)(=O)N3CCOCC3)ccc21
9,11,COc1cccc(CNC(=O)Cn2cc3c(n2)CCCC3)c1
-3,-9,CCOC(=O)N1CCN(C(=O)CNS(=O)(=O)c2cccs2)CC1
2,8,CCc1nnc(NC(=O)c2ccc(COc3ccccc3)o2)s1
1,19,CC(=O)Nc1ccc(S(=O)(=O)Nc2nc3ccccc3nc2N2CCCC2)cc1
-2,22,CN(Cc1ccccc1)S(=O)(=O)c1ccc2[nH]cc(C(=O)NCC3CCCO3)c(=O)c2c1 (stereo not drawn)
-1,10,COCCN(CCOC)C(=O)c1c[nH]c2ccc(S(=O)(=O)N(C)c3ccc(F)cc3)cc2c1=O
-2,-6,O=C1CC(N2CCN(c3ccc(Cl)c(Cl)c3)CC2)C(=O)N1 (stereo not drawn)
-2,-8,Cc1ccccc1C(=O)Nc1ccc2nc3n(c(=O)c2c1)CCC3
-1,10,CCOC(=O)N1CCC(O)(c2cc(C)c(C)cc2C)CC1
-2,-8,Cc1ccc(N2CC(C(=O)NC3=NCCS3)CC2=O)cc1 (stereo not drawn)
0,3,Cc1cc(Nc2cccc(Cl)c2)n2ncnc2n1
-1,12,COc1ccc2nc(NC(=O)C3CCCN(S(=O)(=O)c4cccs4)C3)sc2c1 (stereo not drawn)
-3,1,Cc1ccccc1N1C(=O)C(Cl)=C(N2CCN(c3ccccc3)CC2)C1=O
7,15,Cc1cc(C)c2[nH]c(=O)c(C(c3nnnn3Cc3ccc4c(c3)OCO4)N3CCC(C)CC3)cc2c1 (stereo not drawn)
-1,-3,N#Cc1nc(-c2ccc(Cl)cc2)oc1NCCc1ccccn1
0,1,COc1ccc(C(=O)N2CCN=C2SCc2cccnc2)cc1OC
0,1,COc1ccc(-c2nnc(-c3ccc(N)cc3)o2)cc1
-4,-12,C=CCNC(=O)C1CCCN(S(C)(=O)=O)C1 (stereo not drawn)
13,39,COc1ccc(OC)c(S(=O)(=O)N2CCN(c3c(C)cccc3C)CC2)c1
-2,-1,Cc1cccc(OCC2=NS(=O)(=O)c3ccccc3N2)c1
0,0,CCC(=O)N1CCc2cc(S(=O)(=O)NCCCN3CCN(Cc4ccccc4)CC3)ccc21
-10,-29,Cn1cccc1Cc1nnc(SCC(=O)NC2CCCCC2)n1-c1ccc(F)cc1

Three entries from above, arranged by molecular weight, ascending:
QS inhibitor,QS inhibitor GFP MFI %,molecule
-4,-12,CCOC(=O)c1ccc(NCc2ccc3c(c2)OCO3)cc1
0,-2,Cn1c(=N)c(S(=O)(=O)c2ccc(Cl)cc2)cc2c(=O)n3ccccc3nc21
-10,-29,Cn1cccc1Cc1nnc(SCC(=O)NC2CCCCC2)n1-c1ccc(F)cc1

Next part
QS inhibitor,QS inhibitor GFP MFI %,molecule
0,6,CC1CCCN(C(=O)CN2C(=O)c3ccccc3C2=O)C1 (stereo not drawn)
-4,-15,Cc1nc(NC(=O)CCC(=O)O)sc1C(=O)N(C)C
0,3,CN(C)S(=O)(=O)c1ccc2c(c1)c(=O)c(C(=O)N1CCN(c3ccccn3)CC1)cn2C
-2,-2,NC(CO)C(=O)NNCc1ccc(O)c(O)c1O (stereo not drawn)
0,15,COc1ccccc1NC(=O)c1nnn(CC(=O)Nc2ccccc2)c1N
0,-12,O=C(Nc1ccc2c(c1)OCO2)N1CCN(c2ncccn2)CC1
-1,-3,COCCCNC(=O)c1cc2c(-c3ccc(Cl)cc3)nn(C)c2s1
-2,-35,CCN(CC)CCCNC(=O)c1cc(-c2ccc(O)cc2)on1
0,0,Cc1cc(C)n(-c2cc(N3CCOCC3)nc(-c3ccccc3)n2)n1
-1,1,COc1cccc(S(=O)(=O)Nc2ccc3sc(C)nc3c2)c1
-3,-16,O=C1CC(c2ccco2)CC(O)=C1C=NCC1NCCc2ccccc21 (stereo not drawn)
-3,-11,COC(=O)C1=C(C)n2cnnc2NC1c1ccc(Cl)cc1 (stereo not drawn)
-2,-8,O=CN1CCC(=O)N(Cc2ccccc2)c2ccccc21
0,15,CCOC(=O)CSc1nnc(-c2ccc(Cl)cc2Cl)o1
0,1,O=C(c1ccc2c(=O)n(CC3CCCO3)c(=S)[nH]c2c1)N1CCN(c2ccccc2)CC1 (stereo not drawn)
-2,-13,COc1cc(OC)c(C(=O)Nc2ncn[nH]2)cc1OC
-1,2,Cn1c(=O)cc(OCC(=O)N2CCN(c3cccc(C(F)(F)F)c3)CC2)c2ccccc21
-1,6,O=C(CCCn1c(SCC(=O)c2ccc(O)c(O)c2)nc2ccccc2c1=O)NCC1CCCO1 (stereo not drawn)
2,8,Cc1cccc(OCC(=O)N(Cc2cccs2)C2CCS(=O)(=O)C2)c1C (stereo not drawn)
0,4,CSc1cccc(NS(=O)(=O)c2ccccc2)c1
12,13,CCC1CCCCN1C(=O)CSc1nc2c([nH]c3ccccc32)c(=O)n1C (stereo not drawn)
-1,-12,O=C(Cn1cccc1C(=O)c1ccccc1)NCCN1CCOCC1
-3,-22,O=C(Nc1ccncc1)C1CCCN(S(=O)(=O)c2cccc3cccnc23)C1 (stereo not drawn)
0,12,Cc1cc(NC(=O)CCC(=O)N(c2cccnc2)C(C(=O)NC2CCCC2)c2ccccc2F)no1 (stereo not drawn)
0,19,O=C(OCn1nnc2ccccc2c1=O)c1ccc(S(=O)(=O)N2CCOCC2)cc1
3,6,COc1cc(C(=O)OC(C)CN2CCCC2)cc(OC)c1OC (stereo not drawn)
9,19,Cc1cc2cc(CNC(=O)c3cccs3)ccc2n1C
1,-15,O=C(Cc1nc2ccccc2s1)c1ccc(O)cc1O
0,8,O=C(Nc1cccc(F)c1)c1ccc2c(c1)OCO2
0,-3,O=C(O)CC1SC(=Nc2cccc(C(F)(F)F)c2)NC1=O (stereo not drawn)

QS inhibitor,QS inhibitor GFP MFI %,molecule
0,-6,COc1cccc(C(=O)Nc2cc(NC(=O)c3ccco3)ccc2OC)c1
0,-69,COc1ccc(-c2nnc3ccc(SC(C(C)=O)C(C)=O)nn23)cc1OC
-4,-6,O=C(O)c1ccc(S(=O)(=O)NC2CCCc3ccccc32)cc1 (stereo not drawn)
-2,-2,CCc1ccc(-c2nc(CS(=O)CC(=O)NCc3cccnc3)c(C)o2)cc1 (stereo not drawn)
0,8,Cc1nc(CCNS(=O)(=O)c2cccs2)cs1
0,-6,Cn1c(SCC(=O)N2CCN(c3cccc(Cl)c3)CC2)nnc1-c1ccncc1
3,-4,Cc1[nH]nc2c1C(C1CC=CCC1)C(C#N)=C(N)O2 (stereo not drawn)
-1,3,O=C1c2ccccc2NC(c2ccco2)N1O (stereo not drawn)
-10,1,COCCn1c(=O)[nH]c2cc(C(=O)NCCc3ccc(OC)c(OC)c3)ccc2c1=O
8,24,COc1ccc2oc(C)c(C(=O)Cn3ccnc3)c2c1
1,16,COCCn1c(=NC(=O)CSC(C)=O)sc2cc(F)ccc21
0,-22,CCCc1cc(C(=O)Nc2ccccc2C(=O)OC)no1
3,11,Cc1ccccc1Cn1c(=O)c2c(nc3n2CCCN3Cc2ccccc2)n(C)c1=O
-2,26,O=C(CCCn1c(SCC(=O)NCC2CCCO2)nc2ccccc2c1=O)NCC1CCCO1 (stereo not drawn)
-1,1,COc1ccc(OCCSc2ncnc3nc[nH]c23)cc1
0,-1,Cc1sc2nc(CN3CCN(S(=O)(=O)c4cccc5nonc45)CC3)[nH]c(=O)c2c1C
1,6,Cc1ccccc1CN1CCN(CC(=O)NCCCN2CCN(c3ccc(F)cc3)CC2)C1=O
0,-2,N#C/C(=C(/O)COC(=O)CCC1CCCCC1)c1nc2ccccc2[nH]1
-1,-1,OC(CCN1CCCC1)(c1ccccc1)C1CCCCC1 (stereo not drawn)
-2,-4,CCOC(=O)N1CCN(C(=O)c2ccc3c(SCC(=O)O)c4c(nc3c2)CCCC4)CC1
0,7,COCCSc1nnc(NC(=O)Cc2ccccc2OC)s1
-1,-19,CCOC(=O)c1ccc(NC(=O)N2CCN(Cc3cccc(F)c3)CC2)cc1
6,33,COc1ccc(CCNS(=O)(=O)c2ccc(C(=O)NCc3ccco3)cc2)cc1OC
0,2,CS(=O)(=O)c1ccc2nc(NC(=O)Oc3ccccc3)sc2c1
0,-6,Cc1onc(-c2ccccc2Cl)c1C(=O)Nc1cccc(-c2nc3ncccn3c2C)c1
-3,-12,CCOc1ccc(C(CC(=O)O)NC(=O)COc2ccccc2)cc1 (stereo not drawn)
-1,2,Cc1cc(=O)[nH]c(SCC(=O)NCc2ccco2)n1
-4,-10,O=C(NCCN1CCOCC1)c1ccc(CS(=O)(=O)c2c(Cl)cccc2Cl)o1
-3,1,O=C(C1CCCN(Cc2cccnc2)C1)N1CCCCC1 (stereo not drawn)
-2,-6,Fc1cc(F)c2nc(N3CCCCC3)sc2c1
-4,-6,CCOc1ccccc1Nc1nnc(C)c(=O)[nH]1
3,8,CCOc1ccc2nc(NC(=O)c3ccc(S(=O)(=O)N4CCOCC4)cc3)sc2c1

Looked up above.
`Cc1[nH]nc2c1C(C1CC=CCC1)C(C#N)=C(N)O2` (stereo not drawn) – QS inhibitor: 3
`Cc1ccccc1Cn1c(=O)c2c(nc3n2CCCN3Cc2ccccc2)n(C)c1=O` – QS inhibitor GFP MFI %: 11

Molecules above that contain an aryl thioether with sulfur outside any ring, in the order listed:
QS inhibitor,QS inhibitor GFP MFI %,molecule
-1,-2,O=C(O)CSc1ccc2ccccc2n1
-4,-23,CCCSc1nc2c(c(=O)n1-c1ccc(OCC)cc1)SCC2
-5,-15,Cc1[nH]c2ccc(F)cc2c(=O)c1SC(F)(F)C(F)C(F)(F)F (stereo not drawn)
-10,-29,Cn1cccc1Cc1nnc(SCC(=O)NC2CCCCC2)n1-c1ccc(F)cc1
0,15,CCOC(=O)CSc1nnc(-c2ccc(Cl)cc2Cl)o1
-1,6,O=C(CCCn1c(SCC(=O)c2ccc(O)c(O)c2)nc2ccccc2c1=O)NCC1CCCO1 (stereo not drawn)
0,4,CSc1cccc(NS(=O)(=O)c2ccccc2)c1
12,13,CCC1CCCCN1C(=O)CSc1nc2c([nH]c3ccccc32)c(=O)n1C (stereo not drawn)
0,-69,COc1ccc(-c2nnc3ccc(SC(C(C)=O)C(C)=O)nn23)cc1OC
0,-6,Cn1c(SCC(=O)N2CCN(c3cccc(Cl)c3)CC2)nnc1-c1ccncc1
-2,26,O=C(CCCn1c(SCC(=O)NCC2CCCO2)nc2ccccc2c1=O)NCC1CCCO1 (stereo not drawn)
-1,1,COc1ccc(OCCSc2ncnc3nc[nH]c23)cc1
-2,-4,CCOC(=O)N1CCN(C(=O)c2ccc3c(SCC(=O)O)c4c(nc3c2)CCCC4)CC1
0,7,COCCSc1nnc(NC(=O)Cc2ccccc2OC)s1
-1,2,Cc1cc(=O)[nH]c(SCC(=O)NCc2ccco2)n1
